Source: PubChem BioAssay (several laboratories)
OX1R antag-1 – OX1R (human) antagonism; inhibition, % at 6.6 µM; OX1R-expressing cells, FRET antagonist read-out; 1.8% of 330,000 active; AID 485270; O43613; in the data active means inhibition mostly above about 38%, no sharp cut-off; inactive means mostly below about 40%;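 further: 0% = agonist challenge alone and 100% = reference antagonist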
Target sequence (O43613 whole entry, looked up): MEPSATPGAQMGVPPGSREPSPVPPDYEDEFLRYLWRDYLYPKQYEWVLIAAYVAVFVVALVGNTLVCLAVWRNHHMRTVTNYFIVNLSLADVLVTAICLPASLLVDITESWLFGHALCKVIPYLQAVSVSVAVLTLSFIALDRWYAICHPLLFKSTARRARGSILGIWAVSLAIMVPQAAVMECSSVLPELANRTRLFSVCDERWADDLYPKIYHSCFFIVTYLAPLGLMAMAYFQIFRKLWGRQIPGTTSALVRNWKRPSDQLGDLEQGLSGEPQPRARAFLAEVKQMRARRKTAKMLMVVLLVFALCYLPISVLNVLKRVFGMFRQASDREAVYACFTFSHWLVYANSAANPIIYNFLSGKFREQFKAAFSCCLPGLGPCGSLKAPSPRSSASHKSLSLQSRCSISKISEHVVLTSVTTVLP
STK33 inh – human STK33 kinase inhibition | purified STK33, MBP phosphorylation, ADP-Glo luminescence | 0.073% of 320,000 active | AID 2661 | inhibition, % at 10 µM;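 active means inhibition at or above 25%, using the most active replicate where run in duplicate; inactive means inhibition below 25%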
Target sequence (Q9BYT3 whole entry, looked up): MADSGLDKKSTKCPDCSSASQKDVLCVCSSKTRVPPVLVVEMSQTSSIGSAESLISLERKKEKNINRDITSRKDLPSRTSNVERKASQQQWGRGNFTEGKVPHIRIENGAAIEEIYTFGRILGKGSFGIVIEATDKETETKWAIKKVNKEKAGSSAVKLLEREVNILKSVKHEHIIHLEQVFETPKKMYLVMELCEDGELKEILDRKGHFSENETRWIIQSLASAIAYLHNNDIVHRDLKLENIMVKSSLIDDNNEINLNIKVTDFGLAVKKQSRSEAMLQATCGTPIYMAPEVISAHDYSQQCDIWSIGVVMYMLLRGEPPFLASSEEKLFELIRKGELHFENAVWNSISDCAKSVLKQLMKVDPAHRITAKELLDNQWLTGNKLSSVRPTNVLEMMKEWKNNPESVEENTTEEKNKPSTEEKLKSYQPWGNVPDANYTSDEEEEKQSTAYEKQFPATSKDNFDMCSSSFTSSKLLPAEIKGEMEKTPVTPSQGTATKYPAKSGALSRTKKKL
OX1R antag-2 – blocks the human orexin 1 receptor; 0.43% of 330,000 active; AID 434989; inhibition, % at 5 µM; O43613; CHO/OX1R cells, Fluo-8 calcium fluorescence, orexin A;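 active means inhibition above its plate's threshold, mean inhibition of all tested compounds on the plate plus 3 SD, cut at about 37% in these data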;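 further: 0% = orexin A challenge wells and 100% = SB-334867-A antagonist wells; not every result past the cut was called active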
* = called active by the depositor; x = not tested or not shown.

SMILES,OX1R antag-1,STK33 inh,OX1R antag-2
COc1ccccc1NC(=O)NC(=O)N(C(C)C)S(C)(=O)=O,16,-0.1,-20
COc1ccc(CC(=O)c2cc(OC)c(OC)cc2CC(=O)O)cc1OC,5,0.5,-25
C1=Nc2c(Nc3ccccc3)ncnc2Oc2ccccc21,14,0.7,-28
COc1ccccc1NC(=O)COC(=O)C1C2CC3OC(=O)C1C3C2 (stereo not drawn),0,-0.9,-6
CC(C)(C)c1ccc(C(=O)Nc2cnccn2)cc1,6,-1.7,3
O=C(O)C1Nc2c(C(=O)N3CCOCC3)cccc2C2C=CCC12 (stereo not drawn),45,-0.3,4
COc1ccc(S(=O)(=O)N2CCc3cc4c(cc3C2C)OCCCO4)cc1 (stereo not drawn),28,-0.6,-1
CCOC(=O)C1CN(S(=O)(=O)c2ccc(OC)cc2)c2cc(S(=O)(=O)CC)ccc2O1 (stereo not drawn),5,-2.3,-33
O=C(CCc1nc2sc3c(c2c(=O)[nH]1)CCCC3)NCC(=O)Nc1ccccc1Br,24,-2.0,-10
CCN(CC)C(=O)C1CCCc2c1[nH]c1ccc(Cl)cc21 (stereo not drawn),25,-1.5,-8
Cc1ccccc1NC(=O)Cc1nc(CN(C)CC(=O)Nc2cccc(F)c2)cs1,9,-1.7,10
CCc1ccccc1OCCCCN1CCCCC1,9,-1.1,-26
Nc1[nH]c(N=NC(=O)c2ccccc2O)c2ccccc12,23,x,-1
Cc1cc(C)n(-c2cc(-n3nc(C)cc3C)ncn2)n1,7,-2.4,-22
CC(=O)NCCc1nc2cc(NC(=O)COc3ccc(C)cc3)ccc2n1C,18,-1.6,1
Cc1ccc(OCCNC(=O)c2cccc(Oc3ccc(C(F)(F)F)cc3[N+](=O)[O-])c2)cc1,15,-2.2,-20
CC(=O)NC(Cc1ccccc1C)C(=O)NC1CCN(c2ncccc2[N+](=O)[O-])CC1 (stereo not drawn),23,x,-11
Cc1ccc(NC(=S)NCC(O)c2ccccc2)c(C)c1 (stereo not drawn),4,-1.1,-3
O=C(Nc1ccc2c(c1)OCO2)c1cccc(F)c1,15,-0.2,6
CN/C(=C/[N+](=O)[O-])NCCSCc1csc(CN(C)C)n1,6,-2.8,-18
O=C1NC(=Nc2ccc(O)cc2)S/C1=C/c1ccco1,33,1.0,-15
CCOC(=O)C1CCCN(C(=O)c2ccc(C)c(S(=O)(=O)N3CCCCC3)c2)C1 (stereo not drawn),4,1.0,-8
OCCC1CN(CC(c2ccccc2)c2ccccc2)CCN1C1CCCC1 (stereo not drawn),9,0.8,-21
C[C@H](NC(=O)c1ccco1)C(=O)Nc1cccc([N+](=O)[O-])c1,15,-0.4,-19
O=C(COC(=O)c1cc(Br)ccc1O)NC1CCCCCC1,25,-0.7,-18
Cc1cccc(N2CCN(Cc3ccoc3)CC2)c1C,22,-0.4,-11
COc1ccc(S(=O)(=O)N2CCN(CC(=O)NC3CC3)CC2)cc1,27,1.2,-24
COc1ccc(C(=O)O/N=C/c2ccc(S(=O)(=O)c3ccc(Cl)cc3)nc2)cc1,11,1.6,-4
COc1cc(OC)cc(C(=O)Nc2nnc(Cc3ccc(OC)c(OC)c3)s2)c1,31,-0.2,-35
COc1ccccc1NC(=O)c1ccc(S(=O)(=O)N2CCCC(C)C2)cc1 (stereo not drawn),17,-12,-16
N#Cc1c(SCC(N)=O)nc(-c2ccccc2)c2c1CCCC2,2,-0.7,-15
CCOc1cc(N2CCOCC2)c(OCC)cc1NC(=O)CSc1n[nH]c(N)n1,9,-0.4,-5
COC(=O)c1sc2ncn(CC(=O)N(C)C3CCCCC3)c(=O)c2c1C,4,-0.7,-14
CCOc1ccc(N(CC(=O)OC)S(=O)(=O)c2ccc(OC)c(OC)c2)cc1,12,2.7,-20
O=C(NCCn1ccc2ccccc21)c1ccc(S(=O)(=O)N2CCOCC2)cc1,-3,-2.0,-2
COc1cccc(NC(=O)c2ccc3nc(C)sc3c2)c1,25,0.9,-17
O=C(c1cc(-c2ccccc2)nc2ccccc12)N1CCN(c2ccccn2)CC1,40,0.2,-34
O=C(CNC(=O)c1cccc(Br)c1)N/N=C/c1ccc[nH]1,4,-2.1,-9
COC(=O)[C@@]1(Cc2ccc(F)cc2)[C@H]2c3cc(C(=O)N4CCCC4)n(Cc4ccc(C(F)(F)F)nc4)c3C[C@H]2CN1C(=O)c1ccccc1,19,-1.1,-16
COc1cc2c(C)nc3onc(-c4ccccc4)c3c2cc1OC,23,-1.0,-10
CC1CCc2nn(CC(=O)NCc3ccc4c(c3)OCO4)cc2C1 (stereo not drawn),12,-0.9,-20
Cc1ccc(CCNC(=O)C2CCN(S(=O)(=O)c3ccc4c(c3)oc(=O)n4C)CC2)cc1,26,-1.2,-25
CCOC(=O)c1c(-c2ccccc2)csc1NC(=O)c1cc(-c2ccccc2OC)on1,8,0.2,2
O=C(/C=C/c1ccco1)NCc1ccc2c(c1)OCO2,25,-0.1,-2
O=C(O)Cc1c[nH]c2cccc(O)c12,16,-0.4,-10
COc1ccc(-n2c(C)cc(C(=O)CSc3nnc(-c4ccoc4C)n3C)c2C)cc1,27,4.2,-15
COc1ccc(-c2nc(SC(CC(=O)NCc3ccccc3)c3ccc(OC)c(OC)c3)n[nH]2)cc1 (stereo not drawn),10,-1.3,-36
Cc1ccc(NC(=O)CCNS(=O)(=O)c2ccccc2)cc1S(=O)(=O)N1CCOCC1,22,1.2,-17
CC1CCc2cc(F)ccc2N1C(=O)CSc1nnc2c3ccccc3n(C)c2n1 (stereo not drawn),2,0.6,-13
COc1ccc(N/C=C(\C=C\C#N)S(=O)(=O)c2ccccc2)cc1,12,-1.0,-11

Additional records
SMILES,OX1R antag-1,STK33 inh,OX1R antag-2
COc1cc(C(=O)N2CCN(C(=O)C3CCCO3)CC2)cc(OC)c1OC (stereo not drawn),3,x,-13
COc1cc(Br)cc2cc(C(=O)N3CCN(C(=O)c4ccco4)CC3)c(=O)oc12,6,-2.2,-17
Cc1cc(C)c(C#N)c(Nc2ccc3c(c2)OCCO3)n1,15,-1.4,-20
CCCn1c(C)cc(C(=O)COC(=O)c2cc(S(=O)(=O)NCC(C)C)c(Cl)cc2Cl)c1C,27,x,16
COc1ccc(CCNC(=O)Cn2cc(C(F)(F)F)cc(Cl)c2=O)cc1,12,-0.5,-6
c1ccc(-c2nnsc2-c2ccccc2)cc1,11,-0.6,-32
CC(=O)N1CCN(c2ccc(S(C)(=O)=O)cc2[N+](=O)[O-])CC1,50,1.1,-10
COc1ccc(-n2c(SCc3ccc([N+](=O)[O-])cc3)nnc2-c2ccc(C)cc2)cc1,17,-0.7,-19
COc1ccc(-n2c(Cn3c(=O)sc4ccccc43)nnc2SCC(=O)N2CCCC2)cc1,10,-1.6,-31
Oc1ccc(NCc2ccccc2OCc2ccccc2)cc1,22,0.5,6
CC(C)n1nc(C(=O)Nc2nnc(SCc3c(Cl)cccc3Cl)s2)c2ccccc2c1=O,8,-0.7,-33
COc1cc(C(=O)N2CC(C)OC(C)C2)c([N+](=O)[O-])cc1OC (stereo not drawn),8,-1.0,-21
CCC(=O)N1C(C(=O)O)CSC1c1ccc(OC)cc1 (stereo not drawn),4,-0.5,5
COc1ccc2cc(C3(C)NC(=O)N(CC(=O)N4CCCCC4)C3=O)ccc2c1 (stereo not drawn),5,-0.3,-21
COc1ccc(/C=C/c2nc3ccccc3c(=O)o2)cc1,8,1.0,-3
CCOC(=O)N1CCN(C(=O)CCC2CCCC2)CC1,13,-0.6,3
O=C(COC(=O)c1cnccn1)c1ccc(Cl)c([N+](=O)[O-])c1,23,0.2,8
C=CCn1cc(C(=O)NCCN(CC)CC)c(=O)c2cc(S(=O)(=O)N3CCCCCC3)ccc21,23,-0.9,-14
CCOC(=O)COc1cc(N)c(Cl)cc1Cl,19,-0.2,-16
CCCn1nc2cc(C(=O)NCC34CC5CC(CC(C5)C3)C4)ccc2c1OCC,0,2.5,-28
NC(=O)C1CCCNC1 (stereo not drawn),8,-0.2,-5
CCN(c1ccccc1)S(=O)(=O)c1ccc(OC)c(NC(=O)CNCCc2ccccc2)c1,27,-0.2,-10
Cc1ccc(S(=O)(=O)C2(C(=O)N3CCN(C4CCCCC4)CC3)CC2)cc1,5,-0.7,-23
C[C@H](CO)N1C[C@H](C)[C@@H](CN(C)C(=O)Nc2ccccc2)Oc2ccc(NC(=O)Cc3ccccc3)cc2C1=O,8,0.3,8
CCOC(=O)c1ccccc1NC(=O)CSc1nnnn1C1CCCCC1,9,-1.0,-6
O=C(Nc1ccccc1)N(Cc1ccccc1)C1=NCCS1,12,-0.5,-2
Cc1ccc(N2C(=O)CSCC2=O)cc1,0,-1.3,-5
Cc1ccc([N+](=O)[O-])cc1S(=O)(=O)Nc1ccccn1,15,-1.3,1
COc1ccccc1NC(=O)c1cc([N+](=O)[O-])ccc1N1CCOCC1,36,-1.2,-28
O=[N+]([O-])c1ccc(/C=N/NC2=NS(=O)(=O)c3ccccc32)cc1,46,-0.9,2
COc1ccc(C2SCCN2S(=O)(=O)c2ccccc2)cc1OC (stereo not drawn),49,-0.1,-5
O=C(CSc1nnc(-c2ccccc2)n1C1CCCCC1)Nc1ccc(S(=O)(=O)Nc2ccccn2)cc1,9,-4.0,-45
Cc1ccc(S(=O)(=O)N(C)c2ccc(OCC(=O)OCc3ccc(C#N)cc3)cc2)cc1,6,-2.2,1
CC1CCCC(NC(=S)NC(=O)c2cncc(Br)c2)C1C (stereo not drawn),13,-1.4,-48
Cc1ccc(OCC(=O)N/N=C/c2cn(Cc3ccccc3)c3ccccc23)cc1,5,1.7,-29
COc1ccc(NC2CCCN(C(=O)c3c(C)noc3C)C2)cc1 (stereo not drawn),13,-3.1,-7
COc1ccc(S(=O)(=O)Nc2ccccc2SC)cc1C,30,-0.6,-16
COc1ccc(S(=O)(=O)Nc2ccc(C(F)(F)F)cc2)cc1OC,3,1.8,-21
O=C(CCC1CCCCC1)NCCN1C2=NC[C@@H](Cc3ccccc3)N2C[C@H]1Cc1ccc(O)cc1,8,-1.3,-30
N#Cc1c2n(c3c(=S)nc[nH]c13)CCCCC2,13,3.2,-31
CC1CCCCC12NC(=O)N(CC(=O)Nc1ccccc1-c1ccccc1)C2=O (stereo not drawn),15,1.3,-38
Cc1ccnc2nc(C(=O)Nc3nccs3)nn12,22,-0.1,-7
CCOC(=O)C(NC(C)=O)(N1CCc2ccccc2C1)C(F)(F)F (stereo not drawn),11,0.4,-5
COC(=O)C1=C(C)NC(C)=C(C(=O)OC)C1c1ccccc1OCc1c(C)no[n+]1[O-],5,0.9,-21
CCN1CCN(CCNC(=O)C2CCCN(Cc3nc(-c4cccc(Cl)c4)oc3C)C2)CC1 (stereo not drawn),10,-0.4,-30
Cc1ccc(S(=O)(=O)n2nc(C)cc2C)cc1,3,-1.0,4
O=C(C1CCC1)N1CCc2cc(S(=O)(=O)NCc3ccccn3)ccc21,9,-0.1,-12
Cc1cccn2c(=O)c3cc(C(=O)NCCN4CCOCC4)c(=N)n(CCN4CCOCC4)c3nc12,53*,2.2,-1
O=C(Cc1cccc2ccccc12)N/N=C/c1ccc(OC(=O)/C=C/c2ccco2)cc1,30,-2.2,-13
CC(C)(C)C(=O)N1CCC[C@@]1(CO)C(=O)O,-1,-1.3,-2

Profiles as entered above. Screens in order: OX1R antag-1	STK33 inh	OX1R antag-2
O=C(COC(=O)c1cc(Br)ccc1O)NC1CCCCCC1 reads 25	-0.7	-18
Nc1[nH]c(N=NC(=O)c2ccccc2O)c2ccccc12 reads 23	x	-1

The results go on.
SMILES,OX1R antag-1,STK33 inh,OX1R antag-2
Cc1ccc(Oc2ccccc2/C=N/O)cc1,-12,0.0,-15
O=C(NC1CCCC1)C(c1cccnc1)N(C(=O)c1csnn1)C1CCCC1 (stereo not drawn),9,-2.9,-17
CC1CCCCN1C(=O)COC(=O)c1cc(-c2cccs2)nn1-c1ccccc1 (stereo not drawn),12,-1.4,-8
COC(=O)[C@@H](Cc1c[nH]c2ccccc12)NC(=O)c1cc(=O)[nH]c2ccccc12,15,0.2,-12
CSCCC(NC(=O)c1cccc(C)c1)C(=O)NNC(=O)c1cccs1 (stereo not drawn),5,-1.5,-14
COc1ccc(C(=O)NNC2=C(C(=O)C(F)(F)F)CCC2)cc1,9,-1.1,-8
CC(C)(C)NC(=O)Nc1ccc(Br)cc1,5,0.0,1

As entered above:
For OX1R antag-2, CSCCC(NC(=O)c1cccc(C)c1)C(=O)NNC(=O)c1cccs1 (stereo not drawn) reads -14
For OX1R antag-2, COC(=O)[C@@H](Cc1c[nH]c2ccccc12)NC(=O)c1cc(=O)[nH]c2ccccc12 reads -12
For STK33 inh, CC1CCCCN1C(=O)COC(=O)c1cc(-c2cccs2)nn1-c1ccccc1 (stereo not drawn) reads -1.4
For OX1R antag-1, CC(C)(C)NC(=O)Nc1ccc(Br)cc1 reads 5
For STK33 inh, COc1ccc(C(=O)NNC2=C(C(=O)C(F)(F)F)CCC2)cc1 reads -1.1
For OX1R antag-1, O=C(NC1CCCC1)C(c1cccnc1)N(C(=O)c1csnn1)C1CCCC1 (stereo not drawn) reads 9

With a hit mark in OX1R antag-1 (from the list above):
SMILES,OX1R antag-1,STK33 inh,OX1R antag-2
Cc1cccn2c(=O)c3cc(C(=O)NCCN4CCOCC4)c(=N)n(CCN4CCOCC4)c3nc12,53*,2.2,-1
